5HT1a ag = agonists of human 5-HT1a serotonin receptor; CHO 5-HT1a Ga15 NFAT-bla reporter, FRET ratio; 0% basal, 100% maximal reference agonist; activation, % at 10 µM; actives 0.56% (n = 65,000); AID 567; P08908;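 active = activation above the screen-wide mean activation plus 3 SD, cut at about 19% in these data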;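 also: 0% = DMSO wells and 100% = 5-CT at EC100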
Target sequence (P08908 whole entry, looked up): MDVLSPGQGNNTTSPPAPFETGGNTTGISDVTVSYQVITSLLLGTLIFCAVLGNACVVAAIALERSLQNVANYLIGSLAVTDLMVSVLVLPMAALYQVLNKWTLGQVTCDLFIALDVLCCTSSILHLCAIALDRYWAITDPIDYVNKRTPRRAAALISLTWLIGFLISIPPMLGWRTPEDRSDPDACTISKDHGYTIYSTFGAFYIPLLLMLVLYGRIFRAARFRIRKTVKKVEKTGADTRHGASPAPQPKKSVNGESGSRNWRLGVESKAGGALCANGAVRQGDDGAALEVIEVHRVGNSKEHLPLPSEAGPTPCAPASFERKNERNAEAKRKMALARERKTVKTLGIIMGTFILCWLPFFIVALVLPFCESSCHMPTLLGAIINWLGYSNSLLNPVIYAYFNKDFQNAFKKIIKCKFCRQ
A340 absorber = compound absorbs light at 340 nm | compound absorbance at 340 nm, fold over control | fold change at 10 µM | 65,000 tested, under 10 active | AID 708;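 active = at 10 µM dose, initial 340 nm absorbance at least 2 fold that of control wells; inactive = change under 2 fold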;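 also: initial absorbance extrapolated from kinetic A340 decline of NADH oxidation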
5-HT1A blocker = 5-HT1a (human) receptor antagonism. P08908. CHO 5-HT1a Ga15 NFAT-bla reporter, antagonist mode. inhibition, % at 10 µM. actives 0.68% (n = 62,000). AID 612;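 active = inhibition above the mean of all tested compounds plus 3 SD, cut at about 43% in these data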;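 also: receptor stimulated by 5-CT agonist at 100 nM near EC80; beta-lactamase reporter measured by ratiometric fluorescence of a cleavable substrate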
NADH coupling = blocks coupling enzymes of NAD/NADH assays; coupled PK/LDH NADH assays, four targets; IC50, µM (doses to about 10 µM), without a hit: top-dose inhibition; actives 0.02% (n = 65,000); AID 774;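 active = single-dose screening hits from any of four coupled enzyme assays that gave an IC50 when retested across doses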;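 also: the DPM-DC format reads NADH fluorescence rather than 340 nm absorbance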
Fluor 339 460 = intrinsic fluorescence of library compounds, ex339/em460 – biochemical, MLSMR library, data from DPM-DC assay, artefact control, profiling panel; compound autofluorescence, ex339/em460 nm, NADH buffer; hits give high values; 1 = no-compound wells, NADH background; actives 5.5% (n = 65,000); fluorescence fold increase at 10 µM; AID 709;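 active = at 10 µM, mean starting fluorescence two-fold or more over control wells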;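 also: signal is the first read of a kinetic run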
TNAP act DEA = activates human TNAP at intermediate phosphate acceptor concentration; purified TNAP, CDP-star luminescence, 100 mM DEA, 30 min; hits give high values; scale: 0 levamisole-inhibited, 1 vehicle-only enzyme; activation factor at 20 µM; 64,000 tested, under 10 active; AID 813;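 active = activation factor of at least 2 at 20 µM, relative to controls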
Target sequence (P05186 whole entry, looked up): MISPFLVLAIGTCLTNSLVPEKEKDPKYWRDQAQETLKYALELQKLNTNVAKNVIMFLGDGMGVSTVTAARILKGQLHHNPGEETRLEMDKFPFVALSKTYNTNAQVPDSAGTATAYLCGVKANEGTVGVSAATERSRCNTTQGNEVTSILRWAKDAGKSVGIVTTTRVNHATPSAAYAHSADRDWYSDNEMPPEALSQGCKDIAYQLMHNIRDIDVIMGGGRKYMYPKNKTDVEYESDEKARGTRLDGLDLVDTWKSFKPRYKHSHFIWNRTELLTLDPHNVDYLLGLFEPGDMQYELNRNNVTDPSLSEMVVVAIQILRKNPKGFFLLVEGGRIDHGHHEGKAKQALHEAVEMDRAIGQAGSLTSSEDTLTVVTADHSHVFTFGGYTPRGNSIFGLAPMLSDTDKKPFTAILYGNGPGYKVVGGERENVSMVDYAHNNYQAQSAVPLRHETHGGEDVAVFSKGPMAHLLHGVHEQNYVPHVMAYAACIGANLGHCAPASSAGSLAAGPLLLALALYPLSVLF
SF-1 act = activators of human nuclear receptor SF-1; actives 1.9% (n = 65,000); CHO-K1 Gal4-SF-1 LBD luciferase reporter; % increase over DMSO SF-1-specific signal; activation, % at 10 µM; AID 522; Q13285;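 active = activation above the mean activation of all tested compounds plus 3 SD, cut at about 50% in these data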
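System: CHO-K1 cells with Gal4–hSF-1 LBD chimera plus Gal4-driven luciferase; quantity: 4,000 CHO-K1 cells per well; compound: one dose, 10 µM compound, 1% DMSO; times: 20 h compound treatment, 37 °C; measured by: SteadyLite luciferase luminescence; read-out: percent activation versus DMSO; benchmarks: DMSO and mock-transfected background; replicates: one test per compound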
RORA act = RORA (human) activation. P35398. CHO-K1 Gal4-RORA LBD luciferase reporter, luminescence; percent increase over mock-subtracted basal signal. activation, % at 10 µM. actives 1.5% (n = 65,000). AID 560;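 active = activation above the mean of all tested compounds plus 3 SD, cut at about 49% in these data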;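 also: 0% = DMSO-treated RORA cells and 100% = added signal equal to DMSO minus mock-transfected cells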
MMP13 inh = MMP13 (human) collagenase inhibition; P45452; MMP-13 fTHP FRET cleavage, Mca fluorescence; inhibition, % at 4 µM; actives 0.07% (n = 65,000); AID 570;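 active = inhibition above the mean of compound-free control plate wells plus 3 SD, cut at about 14% in these data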;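 also: 0% = DMSO wells and 100% = wells with reference MMP-13 inhibitor after basal subtraction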
* marks the source's active call; other numbers are inactive results; nt = no result given; [ ] = remark or other dose. Outcome played no part in choosing rows. About 8.9% of those tested had a hit in this group.

SMILES	5HT1a ag	A340 absorber	5-HT1A blocker	NADH coupling	Fluor 339 460	TNAP act DEA	SF-1 act	RORA act	MMP13 inh
c1ccc(C(c2nnnn2Cc2cccs2)N2CCN(C3CCCC3)CC2)cc1 (configuration not stated)	-0.9	1	25	3%	1.1	0.9	-5	6	0
CC(C)OC(=O)Cn1c(=O)sc2ccccc21	-2.1	1	-6	5%	1.1	0.9	-2	2	8
O=C(CSc1nnnn1C1CCCCC1)NCCc1ccccc1	-1.4	1	-9	4%	1.1	0.9	22	11	2
Cc1cc(C(=O)Nc2sc3c(c2C#N)CCC(C(C)(C)C)C3)no1 (configuration not stated)	-0.6	1	8	5%	1.5	0.9	58*	-7	-2
CCOC(=O)c1cccc(NC(=O)c2cnc3ccccc3n2)c1	-4.2	1	-2	15%	0.73	0.9	6	0	5
Cc1ccc(-n2c(=O)[nH]cc(C(=O)Nc3ccc4c(c3)OCO4)c2=O)cc1C	-0.2	1	-2	4%	1	0.9	-4	0	4
COc1ccc(C2(NC(C)=O)CCN(C(=O)CCC(=O)O)CC2)cc1	-0.8	1.2	5	1%	1.1	0.9	-10	-7	0
Cc1ccccc1OCc1nc2ccccc2c(=O)n1NC(=O)c1ccco1	0.6	1	nt	1%	1.1	0.8	6	-4	2
O=c1c2[nH]c3ccccc3c2ncn1CCCn1ccnc1	-2.9	1	-8	4%	1.3	0.8	2	5	-5
O=C(CCC1CCCCC1)Nc1ccccc1O	-0.2	1	0	6%	1.1	0.9	-28	-16	3
CC(=O)Nc1ccc(C(=O)CSc2nnc(Cn3nnc4ccccc43)n2C)cc1	0.8	1	-8	10%	1.1	0.9	10	-1	0
COc1cc(C)nc(Oc2ccc(=O)[nH]n2)n1	-1.8	1	nt	3%	1.1	0.9	5	-12	1
CC(CC(=O)Nc1ccncc1)c1ccccc1 (configuration not stated)	1.7	1.1	0	3%	1.1	1	-6	-5	-2
C=CCOc1ccc(NC(=O)C2CC(=O)N(C(C)C)C2)cc1 (configuration not stated)	-1.6	1	5	6%	1.1	1	3	-29	0
CC1c2[nH]c3ccccc3c2CCN1C(=O)Nc1ccccc1 (configuration not stated)	-3.2	1.1	30	5%	1.1	nt	8	20	0
CCC(=O)N1C(C(=O)O)CSC1c1ccc(OC)cc1 (configuration not stated)	-1.2	1.1	-6	0%	1.1	0.9	-7	-4	1
COCc1nnc(SCC(=O)NC(C)c2ccccc2)n1-c1ccccc1 (configuration not stated)	-0.5	1	4	4%	1	0.9	5	-14	0
CC(=O)NCCc1ccc(S(=O)(=O)Nc2cccnc2)cc1	-0.5	1.1	1	2%	1.1	0.9	3	2	5
Cc1cc(S(=O)(=O)N(C)CCc2ccccc2)ccc1-n1cnnn1	0.5	1	-7	6%	1.1	0.9	1	-4	-2
C=CCN1CCN(C(c2ccccc2)c2nnnn2CCC(C)C)CC1 (configuration not stated)	-0.3	0.93	15	5%	1.1	0.9	28	23	1
COC(=O)C1C(O)=C(C=NCC(C)N=CC2=C(O)C(C(=O)OC)C(C)(C)CC2=O)C(=O)CC1(C)C (configuration not stated)	-1.2	1.1	-11	7%	0.98	1	4	17	-3
O=C(CCc1nc2ccccc2[nH]1)N1CCc2ccccc2C1	-0.4	1	-19	5%	1.1	1	-10	8	-4
Cc1nc2ccc(NC(=O)N3CCCCC3)cc2s1	-2.5	1.1	11	1%	1.3	1.1	54*	30	-4
O=C(Cc1c[nH]c2ccccc12)N1CCc2ccccc21	-2.7	1	24	3%	1	0.8	26	9	4
COc1cccc(N2C(=O)C(O)=C(C(C)=O)C2c2ccc(OC)c(OC)c2)c1 (configuration not stated)	0.2	1.1	nt	2%	0.99	0.9	-6	0	-2
CC(NC(=O)CSc1nc2c(cc1C#N)CN(C)CC2)c1ccccc1 (configuration not stated)	0.2	1.1	nt	4%	1.3	0.9	2	-12	-2
CC(C)c1nc(SCC(=O)NCc2ccc3c(c2)OCO3)c2c(=O)n(C)c(=O)n(C)c2n1	3.3	1.1	-11	1%	1.1	1.1	0	0	3
CCOC(=O)N1CCN(Cc2nc3c(c(=O)[nH]c(=O)n3C)n2CCCc2ccccc2)CC1	3.9	1	-10	0%	1.2	1	9	-20	8
O=C1C=C(OCc2ccccc2)CN1	0.1	1	-1	1%	1.1	0.9	-31	-5	4
COc1ccc(S(=O)(=O)N(C)C2CCS(=O)(=O)C2)cc1OC (configuration not stated)	1.0	1	-10	5%	1.1	0.9	-2	-18	4

Taken from above (13 entries):
SMILES	5HT1a ag	A340 absorber	5-HT1A blocker	NADH coupling	Fluor 339 460	TNAP act DEA	SF-1 act	RORA act	MMP13 inh
CC(=O)NCCc1ccc(S(=O)(=O)Nc2cccnc2)cc1	-0.5	1.1	1	2%	1.1	0.9	3	2	5
Cc1cc(S(=O)(=O)N(C)CCc2ccccc2)ccc1-n1cnnn1	0.5	1	-7	6%	1.1	0.9	1	-4	-2
C=CCN1CCN(C(c2ccccc2)c2nnnn2CCC(C)C)CC1 (configuration not stated)	-0.3	0.93	15	5%	1.1	0.9	28	23	1
COC(=O)C1C(O)=C(C=NCC(C)N=CC2=C(O)C(C(=O)OC)C(C)(C)CC2=O)C(=O)CC1(C)C (configuration not stated)	-1.2	1.1	-11	7%	0.98	1	4	17	-3
O=C(CCc1nc2ccccc2[nH]1)N1CCc2ccccc2C1	-0.4	1	-19	5%	1.1	1	-10	8	-4
Cc1nc2ccc(NC(=O)N3CCCCC3)cc2s1	-2.5	1.1	11	1%	1.3	1.1	54*	30	-4
O=C(Cc1c[nH]c2ccccc12)N1CCc2ccccc21	-2.7	1	24	3%	1	0.8	26	9	4
COc1cccc(N2C(=O)C(O)=C(C(C)=O)C2c2ccc(OC)c(OC)c2)c1 (configuration not stated)	0.2	1.1	nt	2%	0.99	0.9	-6	0	-2
CC(NC(=O)CSc1nc2c(cc1C#N)CN(C)CC2)c1ccccc1 (configuration not stated)	0.2	1.1	nt	4%	1.3	0.9	2	-12	-2
CC(C)c1nc(SCC(=O)NCc2ccc3c(c2)OCO3)c2c(=O)n(C)c(=O)n(C)c2n1	3.3	1.1	-11	1%	1.1	1.1	0	0	3
CCOC(=O)N1CCN(Cc2nc3c(c(=O)[nH]c(=O)n3C)n2CCCc2ccccc2)CC1	3.9	1	-10	0%	1.2	1	9	-20	8
O=C1C=C(OCc2ccccc2)CN1	0.1	1	-1	1%	1.1	0.9	-31	-5	4
COc1ccc(S(=O)(=O)N(C)C2CCS(=O)(=O)C2)cc1OC (configuration not stated)	1.0	1	-10	5%	1.1	0.9	-2	-18	4

(continued)
SMILES	5HT1a ag	A340 absorber	5-HT1A blocker	NADH coupling	Fluor 339 460	TNAP act DEA	SF-1 act	RORA act	MMP13 inh
O=C(O)CSc1nnc(Cc2ccccc2)n1Cc1ccccc1	-3.4	0.98	-12	7%	1.1	0.9	0	-6	5
O=c1cc(CN2CCOCC2)c2c(ccc3ccccc32)o1	0.2	1.1	-1	16%	1.2	0.9	12	31	-2
Cc1cc(C(=O)Nc2sc3c(c2C#N)CCC3)no1	-0.8	1.1	14	7%	1.1	1	116*	60*	1
CCc1nnc(SCC(=O)Nc2ccc(C(C)=O)cc2)nc1CC	-0.5	0.98	-22	7%	1.1	0.9	-9	6	1
COc1cccc(NC(=O)Cn2nnc(C(=O)Nc3ccccc3)c2N)c1	-1.1	1	2	5%	1.1	1	7	21	-2
COC(=O)CSc1nc2ncc(Cl)cc2[nH]1	-4.9	1	-29	3%	1	0.8	3	-16	3
O=C(Nc1nccs1)c1cccc(NC(=O)C2CC2)c1	-4.6	1	1	3%	1	0.9	10	12	5
CCC(C)c1ccc(NC(=O)C2CCCN(c3ncccn3)C2)cc1 (configuration not stated)	0.3	1	-4	0%	1.2	0.9	72*	76*	-4
Cc1c(N=Cc2ccncc2)c(=O)n(-c2ccccc2)n1C	-1.2	1.2	-2	1%	1	0.9	-4	-21	4
CCC(c1nnnn1C1CCCC1)N1CCN(C(=O)c2ccco2)CC1 (configuration not stated)	-2.1	0.99	-1	9%	1.1	0.9	-17	8	-5
CC(C)c1ccc(NC(=O)C2C3C=CC4(CN(CCCN5CCOCC5)C(=O)C24)O3)cc1 (configuration not stated)	-1.0	1	12	3%	1.1	1	0	-3	2
O=C(CC(c1ccccc1O)N1CCCCC1)N1CCCCC1 (configuration not stated)	nt	1	nt	2%	1.1	1	nt	nt	nt
CCOc1cc(C2/C(=C(\O)c3cc(C)ccc3C)C(=O)C(=O)N2CCN(C)C)ccc1O (configuration not stated)	-1.8	1.1	-2	11%	1.7	0.9	-16	18	3
O=C(COC(=O)CN1C(=O)c2ccccc2C1=O)Nc1ncc(Cl)cc1Cl	-2.4	1	-6	7%	1.1	1	7	7	2
CCOC(=O)C1CCN(C(=O)Nc2ccc3nc(C)c(C)nc3c2)CC1	-0.2	1	-2	3%[fluoresces]	2.9*	0.9	6	-12	-118[fluorescence artefact?]
CC12CN3CC(C)(CN(C1)C3c1cc(Br)ccc1O)C2=O (configuration not stated)	-3.7	0.98	2	1%	1	0.8	-21	-5	-2
CN(C)S(=O)(=O)N1CCN(C(=O)N2CCCCC2)CC1	-7.3	1	-4	3%	1.1	1	-13	-34	0
COc1ccc(CCNC(=O)CCN2C(=O)C3CC=CCC3C2=O)cc1OC (configuration not stated)	-1.1	0.99	-1	2%	1.1	0.8	8	-6	-2
COc1ccc2cc(C(=O)NCc3ccco3)c(=Nc3ccc(C(=O)O)cc3)oc2c1	-1.3	1	7	3%	1.2	0.9	-44	-40	-18
CC(C)C[C@H](NC(=O)NC(C)C)C(=O)O	-2.4	0.98	-1	9%	1.1	0.9	-18	-17	4
CC1(C)CC(=O)C(C=NCCN2CCN(C(=O)c3ccccc3)CC2)=C(O)C1	-3.7	1	-1	4%	1.1	1	-3	-11	3
Cc1nc(SCc2nnc(-c3ccc(Cl)cc3)o2)c2c3c(sc2n1)CCC3	-2.5	1	-6	0%	1	0.9	10	-12	1
Cc1nc2cc(C(=O)NCCN3CCOCC3)ccc2n1-c1ccc(F)cc1F	-2.7	1	-5	4%	1.1	nt	4	-2	5
O=C1Nc2ccccc2C12Nc1ccccc1S2 (configuration not stated)	-0.1	1	-3	4%	1.3	0.8	9	2	-12
Cc1cc(NC(=O)Cn2c(=O)n(Cc3ccccc3)c(=O)c3ccccc32)no1	-0.3	1	4	6%	1.1	0.9	0	7	0

From PubChem BioAssay
